Source: PubChem (The Scripps Research Institute Molecular Screening Center)
OX1R antag-1: antagonists of human orexin 1 receptor (OX1R); OX1R-expressing cells, FRET antagonist read-out; inhibition, % at 6.6 µM; Orexin/Hypocretin receptor type 1 (Homo sapiens), O43613; 330,000 compounds, 1.8% hits; AID 485270, 2010; in the data active = inhibition mostly above about 38%, no sharp cut-off; inactive = mostly below about 40%;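 also: 0% = agonist challenge alone and 100% = reference antagonist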
Target sequence (O43613 whole entry, looked up): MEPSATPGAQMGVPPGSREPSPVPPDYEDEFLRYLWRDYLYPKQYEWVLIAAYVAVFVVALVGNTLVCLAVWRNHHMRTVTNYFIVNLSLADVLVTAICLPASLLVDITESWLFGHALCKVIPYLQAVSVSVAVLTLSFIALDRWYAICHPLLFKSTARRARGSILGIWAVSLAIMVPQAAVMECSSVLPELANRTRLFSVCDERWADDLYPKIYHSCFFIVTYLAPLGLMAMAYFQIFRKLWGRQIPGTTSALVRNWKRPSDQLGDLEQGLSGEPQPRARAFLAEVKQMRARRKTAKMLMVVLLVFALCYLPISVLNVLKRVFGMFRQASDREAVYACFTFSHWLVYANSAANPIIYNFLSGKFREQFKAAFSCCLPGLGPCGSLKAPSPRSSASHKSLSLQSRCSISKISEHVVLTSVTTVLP
OX1R antag-2: OX1R (HCRTR1) antagonists, primary screen, fluorescence, CHO/OX1R cells, Fluo-8 calcium, orexin A; Fluo-8 calcium fluorescence; 330,000 compounds, 0.43% hits; Orexin/Hypocretin receptor type 1 (Homo sapiens), O43613; AID 434989, 2010; inhibition, % at 5 µM;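 active = inhibition above its plate's threshold, mean inhibition of all tested compounds on the plate plus 3 SD, cut at about 37% in these data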;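 also: 0% = orexin A challenge wells and 100% = SB-334867-A antagonist wells; not every result past the cut was called active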
* hit, by the source's call; & = joins results of further samples.

no. | Compound | OX1R antag-1 | OX1R antag-2
1 | COc1ccc(NC(=O)C(=O)N/N=C\c2ccc(CNC(=O)C(=O)Nc3ccc(C)c(C)c3)o2)c(OC)c1 | 1 | -14
2 | O=C(CN1CCOCC1)Nc1ccc2c(c1)CCC2 | 2 | 12
3 | CCCC1C(c2ccco2)NC(c2ccco2)CC1(C)O (configuration not stated) | 16 | -12
4 | N#C/C(=C\c1ccc(O)c(O)c1)C(=O)NCCc1ccccc1 | 14 | 12
5 | Cc1cc(C)c(S(=O)(=O)n2ccc(-c3ccc(OCCN(C)c4ccccn4)cc3)n2)c(C)c1 | 12 | -14
6 | N#CCCn1c(C(C#N)(CCC#N)CCC#N)nc2ccccc21 | 26 | 16
7 | Cc1ccc(-n2ncc3c(NCc4cccnc4)ncnc32)cc1C | 25 | 0
8 | COC(=O)[C@H](Cc1ccccc1)NC(=O)NCc1ccccc1 | 3 | 17
9 | Cc1nnc2sc(SCC(=O)N3CCC(C)CC3)nn2c1=O | -3 | -17
10 | O=C(CSc1nnc2ccccn12)c1ccccc1 | 4 | -15
11 | COc1ccc(N2CC(C(=O)Nc3nnc(SCC(=O)c4ccccc4)s3)CC2=O)cc1 (configuration not stated) | 8 | -17
12 | CS/C(N)=N/N=C/c1ccc([N+](=O)[O-])cc1 | 25 | -2
13 | COc1cccc(CN(C)C(=O)CN2C(=O)NC3(CCCc4ccccc43)C2=O)c1 (configuration not stated) | 1 | -11
14 | CSc1nc2ccc3nc(NC(=O)c4ccccc4)sc3c2s1 | 84* | 46*
15 | COC(=O)[C@@H]1C[C@@]2(O)[C@H](O)[C@H](O)[C@H](O)C[C@H]2N1Cc1cc(F)ccc1F | 20 | 3
16 | CCN(C(=O)c1ccc2c(Cl)c3c(nc2c1)CCC3)c1ccc(C)c(C)c1 | -1 | -34
17 | c1ccc(-c2noc(CSc3nc4ccccc4o3)n2)cc1 | 19 | -24
18 | O=C(CCNC(=O)c1ccc(Br)o1)NCc1ccc(Cl)cc1 | 12 | -19
19 | CC(C)C1=NN(C(=O)c2ccccc2)C(O)(C(C)(C)C)C1 (configuration not stated) | 6 | -16
20 | CCOc1ccc(-c2cccc(NS(=O)(=O)c3ccc([N+](=O)[O-])cc3)c2)nn1 | 23 | -30
21 | Cc1ccc(NCc2ccco2)cc1C | 2 | -11
22 | COc1ccc(S(=O)(=O)NNC(=O)C(=O)NNc2ccccn2)cc1 | 5 | -7
23 | Cc1cccnc1NC1(C(F)(F)F)N=C2SCCN2C1=O (configuration not stated) | 20 | -2
24 | O=C(Nc1cccnc1)c1noc2c1CCCCC2 | -3 | -9
25 | CCN(CC)CCCNC(=O)c1oc2ccc(S(=O)(=O)N3CC(C)CC(C)C3)cc2c1C (configuration not stated) | 9 | -39
26 | O=C(O)c1ccc(-n2nnc3ccccc32)c([N+](=O)[O-])c1 | 24 | 3
27 | COc1ccc(/C=N/Nc2cc(C)nc3ccc(OC)cc23)c(OC)c1 | 0 | -32
28 | C/C(=N\Nc1ccccn1)c1cccs1 | 22 | -18
29 | CN(C)c1nc(Cl)cc(N2CCOCC2)n1 | 6 | -5
30 | CN(C)S(=O)(=O)Oc1ccc(C(=O)Nc2cccc(Cl)c2)cc1 | 14 | -6
31 | COc1ccc(NCc2nnc(SCC#N)n2-c2ccccc2OC)cc1 | 10 | -15
32 | COc1ccc(S(=O)(=O)N2CC(C)OC(C)C2)cc1C(=O)N1CCCCC1 (configuration not stated) | 10 | -11
33 | Cc1ccccc1N(C(=O)c1csnn1)C(C(=O)NC(C)(C)C)c1cccs1 (configuration not stated) | 14 | -25
34 | O=C(N1CCC(n2nc(-c3ccccc3)oc2=O)CC1)C1(c2ccc(Cl)cc2)CC1 | 9 | -32
35 | CCOC(=O)c1c(NC(=O)CSc2ncnc3ccccc23)sc(C(C)=O)c1C | 15 | -35
36 | Cc1oc(C)c2c(=O)ccc3c(c12)OC(N)=C(C#N)C3c1ccc(F)cc1 (configuration not stated) | 9 | -16
37 | CCCc1cc(Nc2cccc(OCC)c2)n2ncnc2n1 | 14 | -37
38 | NS(=O)(=O)c1ccc(NC(=O)COC(=O)c2ccco2)cc1 | 9 | -6
39 | COc1ccc(Cl)cc1NC(=O)Nc1cccc([N+](=O)[O-])c1C | 28 | -20
40 | CC(C)(C)c1ccc(C(=O)c2cn[nH]c2-c2ccccc2O)cc1 | 13 | -1

#41 Cc1cc(Nc2ccc(F)c(Cl)c2)n2nc(C)nc2n1
#42 COc1ccc(NC(=O)CN(C)CC(=O)N(CC(C)C)c2c(N)n(CC(C)C)c(=O)[nH]c2=O)cc1
#43 O=C(Cc1ccccc1)N1CCNCC1
#44 Cc1c(C(=O)N2CCN(c3ccccc3)CC2)oc2c(Cl)cccc12
#45 CCCC(=O)Nc1c2c(nn1-c1cccc(C)c1C)CS(=O)(=O)C2
#46 O=C(NC12CC3CC(CC(C3)C1)C2)c1ccc(-c2ccccc2Cl)o1
entry no. | 41 | 42 | 43 | 44 | 45 | 46
OX1R antag-1 | 11 | 5 | 12 | 6 | 2 | 1
OX1R antag-2 | -10 | -12 | 0 | -46 | -1 | -26

Retrieved by structure from above (5):
#45 CCCC(=O)Nc1c2c(nn1-c1cccc(C)c1C)CS(=O)(=O)C2
#43 O=C(Cc1ccccc1)N1CCNCC1
#46 O=C(NC12CC3CC(CC(C3)C1)C2)c1ccc(-c2ccccc2Cl)o1
#41 Cc1cc(Nc2ccc(F)c(Cl)c2)n2nc(C)nc2n1
#44 Cc1c(C(=O)N2CCN(c3ccccc3)CC2)oc2c(Cl)cccc12
entry no. | 45 | 43 | 46 | 41 | 44
OX1R antag-1 | 2 | 12 | 1 | 11 | 6
OX1R antag-2 | -1 | 0 | -26 | -10 | -46

Next structures follow.
#47 Cc1[nH]n2c(=O)cc(C(C)C)nc2c1-c1ccccc1
#48 Cc1noc(NS(=O)(=O)c2ccc(NC(=O)c3cnc4n(c3=O)CCS4)cc2)c1C
#49 CCOC(=O)Cc1csc(NC(=O)CCc2ccc(S(=O)(=O)N3CCOCC3)cc2)n1
#50 COc1ccc(C(=O)Nc2ccc(S(=O)(=O)Nc3onc(C)c3C)cc2)cc1
#51 Cc1cc(N=NC(=O)c2ccccc2)ccc1O
#52 Cc1ccc(NC(=O)c2cc(C)no2)cc1
entry no. | 47 | 48 | 49 | 50 | 51 | 52
OX1R antag-1 | 10 | 1 | 5 | -7 | 5 | 19
OX1R antag-2 | 2 | -20 | -12 | -10 | -3 | -4

#53 Cc1csc(C(C)N(C)C(=O)CCc2nnc(CCc3ccccc3)o2)n1 (configuration not stated)
#54 C[C@@H]1CN([C@@H](C)CO)C(=O)c2cc(NC(=O)Nc3ccc(F)cc3)ccc2O[C@@H]1CN(C)Cc1ccc(Oc2ccccc2)cc1
#55 COc1ccc(OC)c(C2N(c3ccc(Cl)cc3)C(=O)C3CCCN32)c1 (configuration not stated)
#56 CCOC(=O)C1CCCN(S(=O)(=O)c2cccc3nsnc23)C1 (configuration not stated)
#57 COc1cc(/C=C/CN2CCC(CO)(CC3CCCCO3)CC2)ccc1O (configuration not stated)
#58 NC(=O)CC(NC(=O)Cc1cccc2ccccc12)c1ccc(N2CCN(c3ccccn3)CC2)c([N+](=O)[O-])c1 (configuration not stated)
entry no. | 53 | 54 | 55 | 56 | 57 | 58
OX1R antag-1 | 18 | 1 | 5 | 27 | 17 | 5
OX1R antag-2 | -17 | 9 | -48 | -13 | -8 | -18

#59 CN(C)c1ccc(/C=N/NC(=O)CN(c2cccc(Cl)c2)S(C)(=O)=O)cc1Br
#60 COc1cccc(-n2c(SCC(=O)Nc3cc(C)on3)nc3ccccc3c2=O)c1
#61 OCCN(CCO)Cc1csc2ccccc12
#62 Clc1ccc(-c2cnc(Oc3ccccc3)nc2)cc1
#63 Cc1sc2nc(CSCC(=O)Nc3cc(F)ccc3F)[nH]c(=O)c2c1C
#64 CC(C)(C)NC(=O)[C@@H]1C[C@@H]2CCCC[C@@H]2CN1C[C@@H](O)[C@H](Cc1ccccc1)NC(=O)[C@H](CC(N)=O)NC(=O)c1ccc2ccccc2n1
entry no. | 59 | 60 | 61 | 62 | 63 | 64
OX1R antag-1 | 16 | 8 | 6 | 15 | 9 | 13&20
OX1R antag-2 | -17 | -23 | -6 | -26 | -11 | -17&-4

#65 COC(=O)c1ccccc1NC(=O)CSc1nnc(-c2ccc(OC)cc2)n1C
#66 COc1ccccc1NS(=O)(=O)c1ccc(C(=O)NCCCn2ccnc2)cc1
#67 COc1cccc(OC)c1C(=O)OCC(=O)NCC(C)C
#68 CCOC(=O)C1C(=O)NC(N2CCN(CC)CC2)=NC1c1ccccc1 (configuration not stated)
#69 CC(=O)Nc1ccc(S(=O)(=O)Nc2nc3ccccc3nc2Nc2ccc(C(=O)O)c(O)c2)cc1
#70 COc1ccc(C2C(C(C)=O)=C(C)Nc3ncnn32)cc1OC (configuration not stated)
entry no. | 65 | 66 | 67 | 68 | 69 | 70
OX1R antag-1 | 22 | 2 | 9 | 7 | 10 | 15
OX1R antag-2 | -33 | -2 | -14 | -12 | 2 | -8

#71 CCCNC(=O)c1cc2c(C(F)(F)F)nn(C)c2s1
#72 CC1(c2ccc(OC(F)F)cc2)NC(=O)N(CC(=O)Nc2cccc(F)c2)C1=O (configuration not stated)
#73 COC(=O)C1CCN(C(=O)c2sc3nc(-c4ccc(F)cc4)cn3c2C)CC1
#74 CC(C)(C)S(=O)(=O)c1cnc2c(-c3ccc(Cl)cc3)cnn2c1N
#75 O=C(COC(=O)c1cccs1)NC1CCCC1
#76 CCc1ccc(C(=O)/C=C/NCc2ccc(F)cc2)cc1
entry no. | 71 | 72 | 73 | 74 | 75 | 76
OX1R antag-1 | 3 | 11 | 18 | 10 | 10 | 5
OX1R antag-2 | -14 | 67* | -7 | -9 | 3 | -18

#77 CS(=O)(=O)N(CCc1ccccc1)CC(N)=O
#78 CCOc1cc(C2C3=C(CCCC3=O)N(CC(=O)O)C3=C2C(=O)CCC3)ccc1OC
#79 C=CCNC(=S)N/N=C(\C)c1cccc(NC(C)=O)c1
#80 O=C1CC(c2ccccc2F)c2c(c3ccccc3[nH]c2=O)O1 (configuration not stated)
#81 N#Cc1cc2c(nc1SCc1cccnc1)CCC2
#82 CCc1c(O)nc(SCc2ccc(F)cc2)[nH]c1=O
entry no. | 77 | 78 | 79 | 80 | 81 | 82
OX1R antag-1 | -7 | -2 | 25 | 12 | 34 | 7
OX1R antag-2 | -3 | -14 | -3 | 3 | -13 | -18

#83 N/C(=N\OC(=O)c1cccs1)C1(c2ccc(Cl)cc2Cl)CC1
#84 CCOC(=O)CC1C(=O)NCCN1S(=O)(=O)c1ccc(Cl)cc1Cl (configuration not stated)
#85 Cc1ccc(NC2=C(NCCO)C(=O)c3ccccc3C2=O)cc1
#86 O=c1cc(CCl)nc(Cc2c(Cl)cccc2Cl)[nH]1
#87 Cc1cccc(OCC(=O)N/N=C\C=C\c2ccc3c(c2)OCO3)c1C
#88 CC(C)N(Cc1ccccc1)C(=S)Nc1ccccc1F
entry no. | 83 | 84 | 85 | 86 | 87 | 88
OX1R antag-1 | 10 | 7 | 56* | 20 | 6 | 2
OX1R antag-2 | -13 | -15 | -12 | -2 | -5 | 1

Rewritten with values under each structure: part of the list above
Sequence of screens – OX1R antag-1, OX1R antag-2
83	N/C(=N\OC(=O)c1cccs1)C1(c2ccc(Cl)cc2Cl)CC1
 : 10, -13
84	CCOC(=O)CC1C(=O)NCCN1S(=O)(=O)c1ccc(Cl)cc1Cl (configuration not stated)
 : 7, -15
85	Cc1ccc(NC2=C(NCCO)C(=O)c3ccccc3C2=O)cc1
 : 56*, -12
86	O=c1cc(CCl)nc(Cc2c(Cl)cccc2Cl)[nH]1
 : 20, -2
87	Cc1cccc(OCC(=O)N/N=C\C=C\c2ccc3c(c2)OCO3)c1C
 : 6, -5

Following part.
#89 COc1ccc(N(CC(=O)N/N=C/c2ccccc2OC)S(=O)(=O)c2ccccc2)cc1
#90 Cc1nnc(SCC(=O)NNC(=O)c2ccco2)n1-c1ccccc1
#91 NC(=S)Nc1cccc(Cl)c1
#92 CO/N=C\c1cc(C(=O)c2ccc(Cl)cc2Cl)cn1C
#93 Cc1c(C)n2c(SCC(=O)N3CCCC3)nnc2[nH]c1=O
#94 CC(C)C(=O)Nc1ccc(NC(=O)c2ccco2)cn1
#95 COc1ccccc1CNC(=O)COC(=O)C1=COCCO1
#96 O=C(COc1ccc([N+](=O)[O-])cc1)NC(C(=O)O)C(O)c1cccc([N+](=O)[O-])c1 (configuration not stated)
entry no. | 89 | 90 | 91 | 92 | 93 | 94 | 95 | 96
OX1R antag-1 | -2 | 13 | 6 | 2 | 4 | 9 | 4 | 21
OX1R antag-2 | -38 | -9 | -6 | -25 | -1 | 2 | 7 | -17
